# STEP inh – STEP (human) phosphatase inhibition. P54829. recombinant STEP, OMFP fluorogenic substrate, fluorescence. inhibition, % at 20 µM. 0.25% of 360,000 active;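 active means inhibition at 20 µM, scaled per plate between control wells, above about 37%, limit read from the data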;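 further: 0% = DMSO with enzyme and substrate and 100% = substrate only without enzyme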
#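 System: isolated STEP enzyme; schedule: 20 min enzyme reaction at room temperature, protected from light; medium: Bis-Tris buffer pH 6.0, 2.5 mM DTT, 0.005% Tween 20; signal: fluorescence, 480/540 nm; dosing: single compound dose of 20 µM, 1% DMSO final; also added: OMFP substrate, 25 µM final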
# LMPTP block – LMPTP (human) inhibition; recombinant LMPTP-A, OMFP fluorogenic substrate, fluorescence intensity; 0.22% of 360,000 active; inhibition, % at 20 µM; P24666;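 active means compounds that cut the enzyme signal by at least half of the control window in the single-dose screen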;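 further: plate controls were DMSO wells with enzyme plus substrate for no effect and substrate without enzyme for full effect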
#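 Material: LMPTP-A; amount: 0.625 nM enzyme; doses: single 20 µM dose; times: reaction 50 min, room temperature, dark; technique: fluorescence intensity of OMFP turnover product; benchmarks: no-enzyme and uninhibited controls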
# Scp1 inh – inhibitors of human Scp-1 phosphatase; Recombinant Scp1, phosphopeptide, malachite green phosphate absorbance; inhibition, % at 20 µM; 0.88% of 340,000 active; AID 493091;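 active means inhibition above about 50% at 20 µM, limit read from the data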;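 further: plate controls were DMSO wells with enzyme for no effect and wells lacking enzyme for full effect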
# Target sequence (Q9GZU7 76-261 limits assumed): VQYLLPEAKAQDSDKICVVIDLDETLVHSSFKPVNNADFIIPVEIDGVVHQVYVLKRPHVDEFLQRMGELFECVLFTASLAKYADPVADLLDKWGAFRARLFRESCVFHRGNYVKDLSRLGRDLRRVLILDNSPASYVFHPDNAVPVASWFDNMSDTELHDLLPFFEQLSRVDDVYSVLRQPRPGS
#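 Test system – truncated SCP-1 phosphatase (76-261aa) · Reagent – Phosphorylated 17-residue peptide substrate · Incubation – 45 min room-temperature reaction, 5 min colour, 30 min stabiliser · Detection – colorimetric phosphate reagent with accelerator and stabiliser, absorbance at 630 nm · Measure – % inhibition at 20 µM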
# SUMO1-SIM PPI – modulators of human SUMO1-mediated protein-protein interactions | P63165 | inhibition, % at 20 µM | 0.33% of 360,000 active | AID 602429 | SUMO1 binding to a labelled peptide, TR-FRET, 1 h; in the data active means inhibition above about 37%
# NRP1-CendR mod – alters CendR peptide binding to human NRP-1; 0.85% of 360,000 active; inhibition, % at 25 µM; AID 602438; O14786; FAM-RPARPAR peptide binding to NRP-1, fluorescence polarization;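 active means inhibition or corrected inhibition above about 18%, plus a signal ratio from 0.5 to 1.5, limit read from the data, passing the limit was not always enough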; further: strong numbers were not always called active
# Target sequence (O14786 whole entry, looked up): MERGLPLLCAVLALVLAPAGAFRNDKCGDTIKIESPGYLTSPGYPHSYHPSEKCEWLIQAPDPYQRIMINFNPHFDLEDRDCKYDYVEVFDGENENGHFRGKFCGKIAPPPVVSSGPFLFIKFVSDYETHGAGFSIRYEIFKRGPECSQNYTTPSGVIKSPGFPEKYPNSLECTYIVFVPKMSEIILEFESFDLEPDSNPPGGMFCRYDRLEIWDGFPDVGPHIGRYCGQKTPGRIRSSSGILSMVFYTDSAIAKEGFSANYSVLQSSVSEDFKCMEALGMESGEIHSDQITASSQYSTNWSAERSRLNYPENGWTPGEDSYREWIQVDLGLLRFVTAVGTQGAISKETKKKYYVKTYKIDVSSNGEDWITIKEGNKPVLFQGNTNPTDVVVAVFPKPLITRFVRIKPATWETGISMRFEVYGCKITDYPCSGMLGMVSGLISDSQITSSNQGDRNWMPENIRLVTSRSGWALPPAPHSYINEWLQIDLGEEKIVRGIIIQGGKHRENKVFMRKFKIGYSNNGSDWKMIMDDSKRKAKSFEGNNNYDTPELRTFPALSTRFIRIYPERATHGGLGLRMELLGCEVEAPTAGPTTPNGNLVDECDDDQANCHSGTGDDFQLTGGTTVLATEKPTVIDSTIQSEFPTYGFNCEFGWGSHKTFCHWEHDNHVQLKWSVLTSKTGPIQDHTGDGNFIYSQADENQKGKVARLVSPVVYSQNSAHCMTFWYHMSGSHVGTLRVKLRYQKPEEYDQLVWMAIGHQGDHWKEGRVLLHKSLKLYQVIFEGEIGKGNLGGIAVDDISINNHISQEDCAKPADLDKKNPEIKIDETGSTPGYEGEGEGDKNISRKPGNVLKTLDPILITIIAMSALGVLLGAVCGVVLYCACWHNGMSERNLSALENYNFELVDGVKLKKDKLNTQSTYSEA
# Rpn11 inh – inhibitors of human proteasome Rpn11; O00487; AID 588493; 0.59% of 360,000 active; human 26S proteasome, Ub4-pepOG fluorescence polarization; 20S core pre-blocked with epoxomicin; calls only at 20 µM;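 active means inhibition at 20 µM, scaled to each plate's controls, above about 33%, limit read from the data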
# MT1-MMP act inh – inhibitors of human MT1-MMP activation. P50281. HT1080 RFP-PRO-GFP cells, GFP/RFP ratio fluorescence, overnight; percent of plate control window, DMSO zero. GFP/RFP ratio change, % at 20 µM. 0.061% of 360,000 active. AID 651647;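 active means GFP/RFP ratio change of at least 30% with cell ATP level not reduced by more than half and red fluorescence within 50% of control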; further: strong numbers were not always called active
#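 Assay system – RFP-PRO-GFP reporter HT1080 cells · Compound dosing – single dose of 20 µM compound, 1% DMSO final · Incubation – overnight compound exposure at 37 °C · Measure – GFP/RFP fluorescence ratio · Benchmarks – DMSO wells and RFP-L50D-GFP cells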
# SKN-1 inh – blocks SKN-1 activity in C. elegans; AID 624304; C. elegans VP596 Pgst-4::GFP/RFP ratio, acrylamide-induced, 24 h; 0.49% of 360,000 active; inhibition, % at 21.8 µM;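 active means interference check ratio from 0.5 to 1.5 plus GFP to RFP signal ratio inhibition reaching or exceeding a fixed threshold, cut at about 30% in these data, passing the limit was not always enough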; further: some compounds called inactive have numbers as strong as hits
# NadD inh – blocks S. aureus nicotinate mononucleotide adenylyltransferase; purified NadD enzyme, colorimetric absorbance read-out; inhibition, % at 20 µM; 0.78% of 360,000 active; AID 602399; in the data active means inhibition above about 26%; further: some compounds past the cut are filed as inactive
# DNMT1 inh – DNMT1 (human) enzyme inhibition. inhibition (reported as % activation of signal), % at 10 µM. P26358. AID 588458. DNMT1 molecular beacon, Hinp1I cleavage, fluorescence. 0.83% of 360,000 active; in the data active means inhibition above about 50%
# * hit, by the source's call; i = inactive; . = not tested or not shown.
No.	STEP inh	LMPTP block	Scp1 inh	SUMO1-SIM PPI	NRP1-CendR mod	Rpn11 inh	MT1-MMP act inh	SKN-1 inh	NadD inh	DNMT1 inh	Molecule
1	-3	-1.4	-10	-4	4	i	-3	-3	-4	1	O=C(Nc1ccnn1C1CCN(C(=O)c2cccc(C(F)(F)F)c2)CC1)C1CC1
2	1	1.8	-5	-1	-3	i	-11	4	2	2	CCCCCc1ccc(S(=O)(=O)NCCc2ccncc2)cc1
3	2	-0.6	1	4	4	i	2	-1	4	0	O=C(C1CCCO1)N1CCN(C(=S)Nc2cccc(F)c2)CC1 (configuration not stated)
4	5	7.3	42	2	-13	i	2	-16	0	8	CCCCn1c(SCC(=O)NCc2ccccc2)nc2ccc(N3CCOCC3)cc2c1=O
5	-2	-0.2	3	1	6	i	-3	23	1	1	O=C(NC1CCCC1)[C@@H]1CSC2c3ccccc3C(=O)N21 (some centres not stated)
6	1	0.1	-13	-1	5	i	-6	0	3	0	CN(CCc1cnn(C)c1)Cc1cn(C)nc1-c1ccc2c(c1)OCCO2
7	-2	-0.2	-2	8	-16	i	-1	5	5	1	CCCn1nc(C(=O)OCC(=O)c2c(N)n(C)c(=O)n(C)c2=O)c2ccccc2c1=O
8	-1	-7.5	-8	-2	-4	i	0	19	3	0	Cc1csc(SCC(=O)NC(C)C2CC3CCC2C3)n1 (configuration not stated)
9	-2	1.7	-5	0	-7	i	-4	4	-8	-4	COc1cccc(CC(=O)Nc2nc(-c3ccc(OC)c(OC)c3)cs2)c1
10	-1	-1.4	-3	-6	5	i	-3	-3	-5	3	Cc1csc(SC(C)c2nc3scc(-c4ccccc4)c3c(=O)[nH]2)n1 (configuration not stated)
11	1	-0.4	2	-1	-4	i	10	1	-3	0	C[C@H]1CC[C@@]2(O[C@H](CCO)C[C@@H](O)[C@@H]2O)O1
12	3	0.0	-12	-4	-5	i	-3	7	-1	-5	Cc1sc2ncnc(SCC(=O)c3ccc(O)cc3O)c2c1C
13	-7	-1.0	-1	1	-2	i	-17	-7	3	3	CCN1CCN(C(=O)c2ccc(CN(c3ccc(C)c(C)c3)S(C)(=O)=O)cc2)CC1
14	4	-0.2	.	13	1	i	-2	4	3	3	C/C(NCCc1ccc(O)cc1)=C1/CCOC1=O
15	4	1.1	4	-4	-7	i	5	-15	1	3	S=C1NC[C@H](Cc2ccccc2)N1CC1CCN(CCCCc2ccccc2)CC1
16	1	2.0	-7	-27	8	i	-3	9	-2	-5	O=C(NCCc1ccccc1)c1cc([N+](=O)[O-])ccc1N1CCOCC1
17	-1	-2.8	-5	3	2	i	2	-4	-6	2	COC(C/C=C/[C@@H](O)COCc1ccccc1)OC
18	-2	3.1	-10	2	-7	i	1	2	-9	4	Cc1ccc(S(=O)(=O)Nc2ccccc2/C=N/c2nc3ccccc3n2C(C)C)cc1
19	5	59*	33	-5	-27	i	-16	12	43*	82*	Cc1ccc(Cn2c(=N)c(C(=O)NCc3ccco3)cc3c(=O)n4ccccc4nc32)cc1
20	5	0.5	-1	4	2	i	-14	8	2	0	Clc1ccccc1-c1nn2c(-c3ccncc3)nnc2s1

# Next part; the last three above are carried over.
No.	STEP inh	LMPTP block	Scp1 inh	SUMO1-SIM PPI	NRP1-CendR mod	Rpn11 inh	MT1-MMP act inh	SKN-1 inh	NadD inh	DNMT1 inh	Molecule
18	-2	3.1	-10	2	-7	i	1	2	-9	4	Cc1ccc(S(=O)(=O)Nc2ccccc2/C=N/c2nc3ccccc3n2C(C)C)cc1
19	5	59*	33	-5	-27	i	-16	12	43*	82*	Cc1ccc(Cn2c(=N)c(C(=O)NCc3ccco3)cc3c(=O)n4ccccc4nc32)cc1
20	5	0.5	-1	4	2	i	-14	8	2	0	Clc1ccccc1-c1nn2c(-c3ccncc3)nnc2s1
21	-2	-1.3	3	-1	6	i	-1	18	0	0	COc1ccc(S(=O)(=O)NC(C)C(=O)NCc2cccnc2)cc1OC (configuration not stated)
22	-2	1.4	-13	-15	16	i	-2	2	3	-13	Cc1ccc(NC(=O)/C=C/c2ccc(S(=O)(=O)N3CCOCC3)cc2)cc1S(=O)(=O)N(C)C
23	-2	-1.6	-12	3	24	i	-3	-2	0	3	C[C@@H](C(=O)OCC(=O)Nc1cc(S(=O)(=O)N2CCOCC2)ccc1Cl)N1C(=O)C2CCCCC2C1=O (some centres not stated)
24	4	5.4	-11	14	-17	i	0	-11	36*	13	O=C(NNC(=S)NC(=O)c1sc2ccccc2c1Cl)c1ccc(Cl)cc1
25	-2	-0.1	-5	-1	5	i	2	-1	-10	1	CCN(CC)CCNC(=O)c1ccc(Sc2ccc(C)cc2)c(NC(C)=O)c1
26	1	9.0	3	-5	3	i	-3	-9	6	-2	OCc1ccc(O)c2ncccc12
27	1	-1.7	41	2	17	i	-2	23	-5	5	COc1ccccc1C(=O)NCCC(=O)NNC(=O)C1COc2ccccc2O1 (configuration not stated)
28	0	-0.6	-5	2	2	i	2	7	-1	-5	COCCCNC(=O)CC(NS(=O)(=O)c1ccc(F)cc1)c1ccc(OC)cc1 (configuration not stated)
29	4	1.7	-9	3	-6	i	1	-7	-6	6	CC(NC(=O)c1ccco1)c1nc(-c2ccc(C(C)(C)C)cc2)no1 (configuration not stated)
30	3	-0.6	5	12	-1	i	-4	6	-2	-1	NC(=S)c1ccc[n+]([O-])c1
31	3	-2.0	-1	10	8	i	4	-4	1	-3	C=CCN1CN(CCc2ccccc2)CNC1=S
32	0	-0.5	-3	3	12	i	5	3	-5	4	O=C(Nc1ccc(OC(F)(F)F)cc1)C1CCCN(S(=O)(=O)c2cnc[nH]2)C1 (configuration not stated)
33	-2	-0.9	-3	2	-11	i	1	-2	2	2	Cc1ccc(OCc2nnc(SCC(=O)Nc3ncc(C)s3)o2)cc1
34	7	14	4	92*	-5	i	-94	8	90*	16	Cc1cc(C)c(S(=O)(=O)/N=C2/C=C(Sc3ncn[nH]3)C(=O)c3ccccc32)cc1C
35	1	3.0	9	-14	-17	i	7	11	3	-12	COc1ccc(C2CC(c3cccs3)=NN2c2nc(C)c(C(C)=O)s2)cc1OC (configuration not stated)
36	-2	-0.7	-9	0	5	i	-1	0	-3	-2	C/C(=N\Nc1ccccc1C)c1cccnc1
37	4	0.0	7	1	-13	i	4	3	1	-8	CC[C@]12c3[nH]c4cc(-c5ccco5)ccc4c3CCN1C(=O)[C@@H](CC(=O)NCCC1=CCCCC1)C[C@@H]2C(=O)N1CCN(C(=O)C2CC2)CC1
38	4	2.8	-12	1	3	i	-7	27	-2	-3	COc1cc(-c2nnc(-c3ccco3)o2)ccc1OCc1ccccc1
39	-3	-1.5	-10	-1	5	i	1	-13	-7	1	Cc1ccc(CNC(=O)CCc2ccc(S(=O)(=O)NC3CCCCC3)cc2)cc1
40	-2	-1.3	4	-16	0	i	0	3	-9	1	COc1ccc(C(=O)Nc2ccccc2N2CCOCC2)cc1[N+](=O)[O-]

# One compound at a time, from the list above:
# Cc1csc(SCC(=O)NC(C)C2CC3CCC2C3)n1 (configuration not stated) is listed as STEP inh: -1; LMPTP block: -7.5; Scp1 inh: -8; SUMO1-SIM PPI: -2; NRP1-CendR mod: -4; Rpn11 inh: i; MT1-MMP act inh: 0; SKN-1 inh: 19; NadD inh: 3; DNMT1 inh: 0
# Cc1ccc(Cn2c(=N)c(C(=O)NCc3ccco3)cc3c(=O)n4ccccc4nc32)cc1 is listed as STEP inh: 5; LMPTP block: 59*; Scp1 inh: 33; SUMO1-SIM PPI: -5; NRP1-CendR mod: -27; Rpn11 inh: i; MT1-MMP act inh: -16; SKN-1 inh: 12; NadD inh: 43*; DNMT1 inh: 82*

# Next section.
No.	STEP inh	LMPTP block	Scp1 inh	SUMO1-SIM PPI	NRP1-CendR mod	Rpn11 inh	MT1-MMP act inh	SKN-1 inh	NadD inh	DNMT1 inh	Molecule
41	0	-0.1	-2	2	-14	i	2	49*	-1	0	O=C(CCN1CCCCCC1)Nc1ccccc1F
42	7	-2.3	-7	0	-2	i	0	-2	-1	-1	CSCCC(NC(=O)c1ccoc1C)C(=O)O (configuration not stated)
43	-2	-1.7	-5	-3	-12	i	-4	-5	-2	-1	COc1ccc(-c2nn(CCC#N)cc2/C=N/O)cc1OC
44	2	-0.7	-3	-1	0	i	1	8	-5	-1	CCNS(=O)(=O)c1ccc(CCC(=O)NCc2ccc(C)cc2)cc1
45	.	7.9	.	0	-3	.	-5	11	.	.	CCOC(=O)[C@]12CCCC=C1N(CCC1=CCCCC1)C(=O)[C@H](CC(=O)NCc1cccc3ccccc13)C2
46	-2	-0.6	3	4	10	i	-1	-3	-3	-7	O=C(CCNC(=O)c1ccc(Cl)cc1)Nc1ncccc1O
47	0	-1.6	-11	4	9	i	7	5	-2	-2	O=C(Nc1ccccc1)c1ccc(F)c(S(=O)(=O)N2CCOCC2)c1
48	0	0.9	-4	-3	-5	i	0	12	-2	3	COc1ccccc1/C=C(\NC(=O)c1ccc(OC)c(OC)c1)C(=O)Nc1cc([N+](=O)[O-])ccc1C
49	0	2.3	13	2	-1	i	-2	0	-5	0	CC1CCN(S(=O)(=O)c2ccc3c(ccn3CCC(=O)N3CCCCC3)c2)CC1
50	0	0.7	.	2	-8	i	3	2	3	5	CC(C)(C)c1ccc(OCCCC(=O)Nc2nnc(C3CC3)s2)cc1
51	0	-9.0	-4	-14	3	i	5	6	4	1	CC(Oc1ccc(C(=O)c2ccc(F)cc2)cc1)C(=O)N1CCOCC1 (configuration not stated)
52	5	-3.4	-2	1	-2	i	-4	-6	6	1	CC(C)(C)c1ccc(S(=O)(=O)CCc2ccccn2)cc1
53	-1	0.5	-5	-1	3	i	1	-11	-6	5	CCC(=O)N1CCN(CCN=CC2=C(O)CC(c3ccc(OC)cc3)CC2=O)CC1 (configuration not stated)
54	-1	-0.5	-8	3	5	i	2	13	-6	-1	Cn1cc(C(=O)NCc2cccs2)c(=O)c2cc(S(=O)(=O)N3CCCC3)ccc21
55	-2	-0.8	-2	3	1	i	1	24	-2	2	Cc1cc(OC(=O)Cc2cccc3ccccc23)c([N+](=O)[O-])c(=O)[nH]1
56	-3	2.0	-17	-1	-14	i	-31	-8	5	-3	CSCCC(/C(O)=C(\C#N)c1nc2ccccc2[nH]1)N1C(=O)c2ccccc2C1=O (configuration not stated)
57	8	-0.1	7	-1	-5	i	0	-2	6	2	CC(NC(=O)c1cc(Br)ccc1Cl)c1ccccc1 (configuration not stated)
58	0	-1.4	-2	-2	0	i	-1	-8	-4	0	O=c1ccnc(NCCc2ccccc2)[nH]1
59	2	2.0	-8	-1	-12	i	-32	-4	2	-5	COc1ccc2nc(SCC(=O)Nc3cc(C)on3)c(C#N)cc2c1
60	5	1.7	-1	2	1	i	-2	1	6	2	Cc1ccc(OCc2ccc(C(=O)NCc3cccnc3)cc2)cc1C
61	-1	1.5	2	1	3	i	-4	20	4	-7	COc1cccc(NC(=O)CN2C(=O)COc3ccc(S(=O)(=O)N4CCC(C)CC4)cc32)c1
